ADAM10 inh: human ADAM10 inhibitors, primary screen, biochemical, QFRET, HTS; 370,000 tested, 0.62% active; inhibition, % at 7 µM; Disintegrin and metalloproteinase domain-containing protein 10 (Homo sapiens), O14672; AID 720582, 2013; recombinant ADAM10, EDANS/DABCYL FRET peptide cleavage, 3 h;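 active = inhibition above a per-campaign cutoff equal to the mean of compounds falling between control-based bounds plus 3 SD, cut at about 20% in these data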;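 also: 0% = DMSO wells while the 100% control is not disclosed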
GC-B act: human GC-B receptor activators, primary screen, HEK293 GC-B cells, cGMP TR-FRET, EC30 CNP | 0% at EC30 CNP, 100% saturating CNP | Atrial natriuretic peptide receptor 2 (Homo sapiens), P20594 | activation, % at 10 µM | 370,000 tested, 0.11% active;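 active = activation at 10 µM reaching about 35% in either raw or pattern-adjusted values, limit read from the data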
SMARCA2 act: SMARCA2 (BRM) function activators, primary screen, cell-based, luminescence, high throughput; MG213 cells, MMTV-luciferase reporter, dexamethasone, overnight; activation, % at 9.1 µM; 370,000 tested, 1% active; in the data active = activation above about 7.8%;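 also: 0% = vehicle wells and 100% = reference activator wells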
GC-A act: GC-A stimulated cGMP production enhancers – HEK293 GC-A cells, cGMP TR-FRET, EC30 ANP, primary screen; 370,000 tested, 0.14% active; AID 1671463, 2021; 0% at EC30 ANP, 100% saturating ANP; activation, % at 10 µM; in the data active = activation above about 40%
Target sequence (P16066 whole entry, looked up): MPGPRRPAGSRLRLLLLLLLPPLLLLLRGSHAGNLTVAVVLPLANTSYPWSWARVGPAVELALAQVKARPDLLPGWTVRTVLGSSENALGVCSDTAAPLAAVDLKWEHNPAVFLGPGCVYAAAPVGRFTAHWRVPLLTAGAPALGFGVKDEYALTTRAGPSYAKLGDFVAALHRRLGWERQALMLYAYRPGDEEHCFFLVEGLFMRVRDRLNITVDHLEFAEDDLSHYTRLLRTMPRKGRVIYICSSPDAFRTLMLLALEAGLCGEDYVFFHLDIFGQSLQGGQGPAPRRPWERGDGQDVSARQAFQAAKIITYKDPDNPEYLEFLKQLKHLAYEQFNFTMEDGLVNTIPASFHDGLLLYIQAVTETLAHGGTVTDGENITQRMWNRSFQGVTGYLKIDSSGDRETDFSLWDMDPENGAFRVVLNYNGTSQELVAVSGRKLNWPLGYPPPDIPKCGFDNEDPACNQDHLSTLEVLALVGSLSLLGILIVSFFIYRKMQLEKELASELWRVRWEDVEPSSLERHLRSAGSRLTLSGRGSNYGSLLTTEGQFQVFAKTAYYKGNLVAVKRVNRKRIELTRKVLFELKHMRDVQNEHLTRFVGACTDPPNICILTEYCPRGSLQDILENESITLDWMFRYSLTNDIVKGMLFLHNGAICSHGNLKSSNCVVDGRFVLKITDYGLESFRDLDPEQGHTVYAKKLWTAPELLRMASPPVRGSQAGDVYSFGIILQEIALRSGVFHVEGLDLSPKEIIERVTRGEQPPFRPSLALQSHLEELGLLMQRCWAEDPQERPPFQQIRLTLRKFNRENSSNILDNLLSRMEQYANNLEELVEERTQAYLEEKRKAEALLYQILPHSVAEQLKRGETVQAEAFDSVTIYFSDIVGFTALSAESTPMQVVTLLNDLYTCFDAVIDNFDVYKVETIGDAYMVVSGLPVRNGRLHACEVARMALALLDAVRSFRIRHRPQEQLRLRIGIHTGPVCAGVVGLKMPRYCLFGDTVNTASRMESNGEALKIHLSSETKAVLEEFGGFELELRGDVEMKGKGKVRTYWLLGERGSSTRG
ssDAF12 agonist: S. stercoralis DAF-12 nuclear receptor activators, primary screen, cell-based, luminescence, HEK293, GRIP1 co-expression, lit1-tk-luc; HEK293 ssDAF-12/GRIP1 lit1-tk-luc reporter; % of 3 µM dafachronic acid response; activation, % at 6.8 µM; 370,000 tested, 1% active; AID 652126, 2013;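 active = activation above the mean over all tested compounds plus 3 SD, cut at about 0.9% in these data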;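 also: 0% = DMSO-only wells and 100% = 3 µM delta7-dafachronic acid wells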
DAX1 inh-1: DAX1 (NR0B1) inhibitors on StAR promoter, primary screen, cell-based, luminescence, SF-1 (NR5A1), full-length DAX-1; HEK293T StAR-luciferase reporter, SF-1/DAX-1 repression relief; inhibition, % at 6.8 µM; 370,000 tested, 1.1% active; AID 652010, 2013;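 active = inhibition above the mean over all tested compounds plus 3 SD, cut at about 3.6% in these data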;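 also: 0% = DAX-1 cells with DMSO and 100% = cells lacking DAX-1 with DMSO; higher inhibition means more luminescence from relief of DAX-1 repression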
sPLA2-III inh: human group III sPLA2 inhibitors, primary screen, biochemical, QFRET, BODIPY PC-A2 liposome substrate; inhibition, % at 12.2 µM; Group 3 secretory phospholipase A2 (Homo sapiens), Q9NZ20; 370,000 tested, 0.56% active; QFRET BODIPY PC-A2 liposome hydrolysis, fluorescence;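 active = inhibition above mean plus 3 SD of compounds lying within the high and low control bounds, cut at about 19% in these data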;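 also: 0% = median of test compound wells and 100% = no enzyme DMSO wells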
hcDAF-12 act: H. contortus DAF-12 nuclear receptor activators, primary screen, cell-based, luminescence, HEK293, lit1-tk-luc reporter | HEK293 hcDAF-12 lit1-tk-luc reporter; 0% DMSO, 100% Δ7-dafachronic acid | activation, % at 6.8 µM | 370,000 tested, 1.4% active;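 active = activation above the mean of all tested compounds plus 3 SD, cut at about 5.5% in these data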;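 also: 100% = response to 3 µM Δ7-dafachronic acid high control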
GAA850 FXN act: FXN promoter activators, primary screen, cell-based, luciferase luminescence, HEK293 lucGAA850 | 360,000 tested, 0.56% active | activation, % at 6 µM | HEK293 lucGAA850 FXN promoter luciferase reporter, 24 h; percent of 10 µM SAHA response;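 active = activation above the average of all compounds screened plus 3 SD, cutoff fixed separately per campaign, cut at about 7.5% in these data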;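 also: 0% = DMSO wells and 100% = 10 µM SAHA wells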
hgDAF12 agonist: H. glycines DAF-12 receptor agonists, primary screen, cell-based, luminescence, HEK293, GAL4 fusion, UAS-luciferase; 370,000 tested, 1.8% active; Nuclear hormone receptor DAF-12 (Heterodera glycines), GAL4 fusion; activation, % at 6.8 µM; HEK293 GAL4-hgDAF12 UAS-luciferase reporter, agonist luminescence; normalized to butyrate control;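 active = activation above a cutoff set at the mean of all screened compounds plus 3 SD, cut at about 10% in these data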;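 also: 0% = DMSO wells and 100% = sodium butyrate wells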
DAX1 inh-2: DAX1 (NR0B1) inhibitors, primary screen, cell-based, HEK293, Gal4-DAX1, luciferase luminescence; Nuclear receptor subfamily 0 group B member 1 (Homo sapiens), P51843; HEK293 Gal4-DAX1 luciferase reporter; inhibition, % at 6.75 µM; 340,000 tested, 0.99% active; AID 504766, 2011;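 active = inhibition above the mean over all tested compounds plus 3 SD, cut at about 4.2% in these data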;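 also: 0% = DAX1-transfected cells with DMSO and 100% = empty-vector control cells with DMSO; inhibition shows as a rise in luminescence from relieved DAX1 repression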
Numbers without * were called inactive; i = inactive; x = not tested or not shown.

SMILES | hgDAF12 agonist | hcDAF-12 act | SMARCA2 act | sPLA2-III inh | DAX1 inh-2 | ssDAF12 agonist | DAX1 inh-1 | GC-A act | ADAM10 inh | GAA850 FXN act | GC-B act
CC(=O)Nc1ccc(NC(=O)COc2ncnc3ccccc23)cc1 | 0.6 | 0.0 | 0 | 4 | 3.0 | -1.1 | 0.1 | 2 | -3 | -0.9 | 1
COc1ccc(-c2oc3c(c2C(=O)OCCCO)C(OCCCCCO)CCC3)cc1 (stereo unspecified) | -3.4 | -0.4 | -3 | -4 | x | -1.2 | 2.8 | 2 | -147 | x | 4
COc1ccc(/C=C(\NC(=O)c2ccccc2)C(=O)NNC(=O)CCN2CCOCC2)cc1 | -1.2 | -1.5 | 5 | 5 | 1.1 | -0.7 | 0.4 | -1 | 13 | 0.9 | 2
O=C(Nc1ccccc1)N(c1ccccc1)C1C=CS(=O)(=O)C1 (stereo unspecified) | -2.2 | -0.4 | 2 | 3 | x | -0.9 | -0.2 | -5 | 14 | 1.9 | -2
COC(=O)C1C(=O)C2=C(CC1C)NC(=O)CC2c1cccc(C)c1 (stereo unspecified) | 1.3 | 2.2 | -1 | 1 | -0.1 | -1.0 | 1.0 | -1 | -3 | -0.5 | 0
CSc1cccc(NC(=O)COC(=O)c2ccccn2)c1 | 0.7 | -0.5 | -3 | 8 | -0.4 | -0.7 | 0.1 | -2 | -7 | 0.1 | -6
CCc1ccc(-c2nnn(Cc3nc4ccccc4s3)n2)cc1 | 4.3 | 3.0 | 1 | -37 | 0.7 | -0.7 | -0.2 | 3 | 4 | -0.1 | -1
Oc1ccc(N=Nc2n[nH]c(-c3ccccc3)n2)cc1 | 15* | 5.5 | 1 | 14 | 0.1 | 0.8 | 7.1* | -5 | 9 | 3.2 | -5
Cc1ccccc1Oc1ncnc2sccc12 | -1.7 | 1.4 | -3 | 1 | -1.6 | -1.6 | -0.1 | 1 | 2 | 2.0 | -2
COc1cccc(-c2nc(CS(=O)CC(=O)NC3CCCC3)c(C)o2)c1 (stereo unspecified) | 0.2 | 0.5 | 0 | 3 | -1.0 | -1.6 | -0.3 | 3 | -9 | 1.0 | 0
O=C(O)COc1ccc(/C=C/c2nc(-c3ccccc3O)n[nH]2)cc1 | 0.1 | 5.2 | 0 | -21 | 1.2 | -1.1 | 0.2 | -1 | -5 | 1.2 | 0
Cc1cccc(C)c1NC(=O)N1CCN(C2CCCCC2)CC1 | -0.3 | -0.8 | 0 | -5 | 0.6 | -1.8 | -0.1 | -1 | -7 | -0.1 | 3
Cc1cc(C)cc(NC(=O)CCc2nc3sc4c(c3c(=O)[nH]2)CCCC4)c1 | 9.1 | 3.9 | 24* | -11 | 1.2 | -0.8 | 2.6 | -3 | -13 | 0.2 | -5
CCOC(=O)c1cc(NC(=O)CNCC(c2ccccc2)N(C)C)cc(C(=O)OCC)c1 (stereo unspecified) | 1.1 | -2.2 | -1 | -4 | -0.1 | -2.2 | -0.4 | -4 | -10 | 0.2 | 6
CCn1c(COc2ccccc2C)nnc1SCC(=O)N1CCC(C)CC1 | -2.0 | -0.6 | -2 | -3 | 0.4 | -2.3 | -1.1 | 1 | 4 | 1.1 | 0
CCOC(=O)C1CCCN(C(=O)c2ccc3c(c2)N(C)C(=O)/C(=C/c2ccccc2Cl)S3)C1 (stereo unspecified) | -4.9 | -3.0 | -3 | -23 | -0.5 | -1.8 | -5.7 | 9 | 13 | -1.6 | 0
CC(C)(C)c1ccc(CC(=O)N2CCC2(C)C(=O)NS(=O)(=O)c2cccc(C#N)c2)cc1 (stereo unspecified) | -1.2 | -1.2 | -2 | -10 | x | -1.4 | 0.5 | 2 | -5 | 0.8 | 0
O=C(CSc1nc2ccccc2c(=O)[nH]1)Nc1ccc([N+](=O)[O-])cc1 | -3.4 | -0.7 | -3 | -2 | -1.1 | -1.0 | -2.2 | -8 | 2 | -2.0 | -3
Cc1cc(N(C)Cc2ccccc2)nc(-c2ccccc2)n1 | -0.6 | -1.4 | -3 | -9 | -0.6 | -1.1 | -0.7 | 16 | 1 | -2.5 | -1
CC12CCC(C(=O)N(c3ccccn3)c3ccccn3)(OC1=O)C2(C)C (stereo unspecified) | -0.3 | -1.5 | 1 | -1 | 0.5 | -1.1 | -0.9 | 0 | -1 | 1.6 | 3
CC(=O)Nc1cc(Cl)ccc1OS(=O)(=O)c1ccc(C)cc1 | -0.5 | 0.5 | -3 | 6 | -0.1 | -1.5 | -0.9 | -1 | 1 | 1.5 | -2
COc1ncc(-c2ccc3c(c2)S(=O)(=O)c2cccc(C(=O)NCc4ccco4)c2C3=O)cn1 | 1.6 | -1.1 | -1 | 9 | 2.3 | -0.8 | 0.3 | -4 | -18 | 0.1 | 7
Cc1cc([N+](=O)[O-])ccc1NCc1ccco1 | 4.7 | 0.0 | 1 | -3 | 2.0 | -1.1 | -0.7 | -1 | 4 | 1.9 | 0
COc1ccccc1N1CCN(S(=O)(=O)c2ccc3c(c2)CCC(=O)N3)CC1 | -1.6 | -1.7 | 0 | -3 | x | -1.3 | -1.1 | -1 | 6 | x | -6
CCc1nc2oc3ccccc3c(=O)c2c(=O)n1Cc1ccc(OC)cc1 | -0.4 | 0.6 | -1 | -1 | -1.4 | -1.2 | -0.7 | 3 | -3 | -0.1 | -7
CCC(Oc1ccccc1)C(=O)Nc1ccccc1C(=O)N1CCCCC1 (stereo unspecified) | -4.6 | -2.5 | -2 | 8 | -1.3 | -1.3 | -3.8 | -4 | -2 | -2.4 | -5
COc1ccc(C(=O)NNC(=S)Nc2ccccc2)cc1 | 17* | 3.5 | 3 | 15 | 2.0 | -0.4 | 10* | -1 | 15 | 6.0 | 2
O=C(NC1(C(F)(F)F)C(=O)Nc2c1c(=O)[nH]c(=O)n2Cc1ccco1)C1CCCCC1 (stereo unspecified) | -1.1 | -1.0 | -4 | 9 | 0.4 | -0.8 | -0.2 | 2 | -10 | -0.7 | 4
Cc1cc(=O)c2ccc3ccccc3c2[nH]1 | 1.7 | -1.1 | 0 | 4 | 1.9 | -1.3 | -0.4 | 9 | -24 | -1.3 | 10
CCC(CC)C(=O)NCCc1cc2c(C)ccc(C)c2[nH]c1=O | 2.1 | -0.5 | -1 | 4 | 0.0 | -0.4 | -0.5 | 1 | -13 | 1.8 | 2
Cc1ccc(-c2nnc(NC(=O)C3=COCCO3)o2)c(C)c1 | 2.8 | 1.1 | -1 | -9 | 1.7 | -0.3 | 0.9 | 1 | -11 | 2.0 | -1
Cc1cc(-c2ccccc2)[nH]c(=O)c1S(=O)(=O)c1ccccc1 | 0.3 | -2.4 | 0 | -11 | -0.2 | -0.8 | -0.2 | -1 | -138 | 0.7 | 3
O=C(CNC(=S)N(Cc1ccccc1F)C1CCCCC1)NCCN1CCOCC1 | -0.7 | 0.2 | -1 | 7 | -0.3 | -1.1 | 0.5 | -9 | 0 | 0.3 | -4
O=C(N/N=C/c1ccccc1OC(=O)c1ccc2c(c1)OCO2)c1ccccc1 | 2.8 | 1.5 | -1 | 7 | 1.6 | -0.6 | 1.4 | 1 | -6 | 3.4 | -8
Cc1cc(C(=O)OCC(=O)NC(C)c2ccccc2)c(C)o1 (stereo unspecified) | -1.8 | -2.2 | -2 | 0 | 0.3 | -1.4 | -1.1 | 4 | -1 | -2.4 | 6
O=C(Nc1cccnc1)c1ccc(F)cc1 | 1.4 | -1.7 | -5 | 9 | 0.8 | -0.8 | -0.1 | 5 | -5 | 4.1 | 0
Cc1onc(-c2ccccc2)c1C(=O)Nc1nnc(-c2ccncc2)s1 | -0.7 | 0.7 | -3 | -4 | -0.1 | -1.0 | 0.3 | -3 | -337 | 0.9 | 2
COc1ccccc1C1=NC(c2ccccc2)CN1c1ccccc1 (stereo unspecified) | 1.6 | 0.3 | 1 | -2 | -0.2 | -0.6 | -0.3 | 1 | i | -0.3 | -1
COCCCNS(=O)(=O)c1ccc2[nH]c3c(c2c1)CCCCC3 | -3.2 | -1.1 | -2 | -34 | -2.2 | -1.1 | -0.2 | 3 | -16 | 0.8 | 0
CC1(C(=O)Nc2ccc3c(c2)OCCO3)CSCC(=O)N1CCOc1ccccc1 (stereo unspecified) | 0.5 | -0.5 | 8 | 1 | x | -1.0 | 0.0 | -1 | 2 | x | -1
CSc1ncnc2c1ncn2CC(=O)C1CCC2C3CCC4=CC(=O)CCC4(C)C3CCC12C (stereo unspecified) | 0.8 | -2.1 | 2 | -24 | -4.0 | -0.8 | 0.0 | 2 | 6 | -4.9 | 0
COc1ccccc1NC(=O)CSc1nnc(CNC(=O)c2ccco2)n1C | 1.9 | -1.0 | -2 | 2 | -0.3 | -1.0 | -0.2 | 2 | 2 | 1.5 | 0
CCOC(=O)C[C@H]1c2ccccc2S(=O)(=O)N1Cc1cccc(C(F)(F)F)c1 | -1.2 | -1.8 | 0 | -4 | 1.2 | -1.0 | -0.7 | -3 | 7 | 1.3 | -3
COc1ccccc1N1CCN(CCN2C(=O)CC3(CCCC3)CC2=O)CC1 | -3.7 | 0.9 | -6 | 20* | 1.1 | -1.5 | -0.7 | 5 | -9 | -0.2 | -2
CC(=O)n1cc(/C=N/NC(=O)c2ccc([N+](=O)[O-])cc2)c2ccccc21 | 3.5 | -1.2 | -3 | 1 | -1.0 | -1.0 | -0.3 | 5 | 5 | 2.5 | -4
C[C@@H]1CN([C@@H](C)CO)C(=O)c2c(c3ccccc3n2C)-c2ccccc2CO[C@H]1CN(C)C(=O)C1CC1 | 0.3 | -0.6 | -3 | 1 | 0.5 | -1.5 | -0.4 | 4 | -15 | -0.6 | 5

Just DAX1 inh-1, DAX1 inh-2 and ADAM10 inh (two entries from above):
SMILES	DAX1 inh-1	DAX1 inh-2	ADAM10 inh
COCCCNS(=O)(=O)c1ccc2[nH]c3c(c2c1)CCCCC3	-0.2	-2.2	-16
Cc1cc([N+](=O)[O-])ccc1NCc1ccco1	-0.7	2.0	4

The order is random; overall some 6.6% were active at least once.
